# PLK1 PBD inh: blocks phosphopeptide binding to human PLK1 polo-box domain. Plk1 PBD binding of FITC phosphopeptide, fluorescence polarization. Potency, µM, without a hit: max response, negative = inhibition, most hits filed as inhibitors. hit rate 2.8% among 360,000. AID 720504; note: potency is the fitted concentration of half-maximal effect; series mostly up to about 57 µM; % is set by controls: 0 for no effect and ±100 for the full control effect; nearly all actives have a fitted effect of over 65% in size
# EPAC1 ag: activates human EPAC1 exchange factor; EPAC1 agonist qHTS, biochemical assay; response scale: 100% = response to 6.5 mM cAMP; Potency, µM (doses to about 154 µM), inactives show top-dose activation, most hits filed as activators; hit rate 0.073% among 360,000; AID 720707; note: potency is the fitted concentration of half-maximal effect; nearly all actives have a fitted effect of over 60% in size
# Target sequence (O95398 whole entry, looked up): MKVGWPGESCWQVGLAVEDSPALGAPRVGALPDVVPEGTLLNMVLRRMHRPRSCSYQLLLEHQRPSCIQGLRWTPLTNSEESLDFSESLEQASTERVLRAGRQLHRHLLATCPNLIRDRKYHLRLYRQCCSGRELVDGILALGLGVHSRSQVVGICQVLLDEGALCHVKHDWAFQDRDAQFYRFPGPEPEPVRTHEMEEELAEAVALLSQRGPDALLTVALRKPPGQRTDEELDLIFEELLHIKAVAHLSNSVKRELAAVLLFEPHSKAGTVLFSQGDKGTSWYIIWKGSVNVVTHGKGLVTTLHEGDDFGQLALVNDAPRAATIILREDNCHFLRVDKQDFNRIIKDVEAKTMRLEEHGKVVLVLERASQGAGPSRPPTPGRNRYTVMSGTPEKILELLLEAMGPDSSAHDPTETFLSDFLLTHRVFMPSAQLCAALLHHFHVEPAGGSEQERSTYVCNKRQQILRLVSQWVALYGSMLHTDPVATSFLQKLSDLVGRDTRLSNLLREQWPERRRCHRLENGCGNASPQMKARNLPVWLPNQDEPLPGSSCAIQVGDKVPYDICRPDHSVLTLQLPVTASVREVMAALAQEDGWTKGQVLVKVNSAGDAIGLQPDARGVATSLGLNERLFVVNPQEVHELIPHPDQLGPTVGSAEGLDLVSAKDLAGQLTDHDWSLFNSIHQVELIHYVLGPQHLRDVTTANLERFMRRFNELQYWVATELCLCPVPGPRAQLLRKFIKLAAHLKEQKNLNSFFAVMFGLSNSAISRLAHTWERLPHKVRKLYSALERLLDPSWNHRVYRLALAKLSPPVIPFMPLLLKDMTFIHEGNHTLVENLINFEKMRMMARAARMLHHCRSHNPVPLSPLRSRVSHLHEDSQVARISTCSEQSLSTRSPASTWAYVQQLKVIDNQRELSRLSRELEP
#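 Multi-concentration qHTS readout: loss of Rap1B-bound BODIPY-GDP fluorescence driven by 100 nM EPAC1 with excess GDP (50 uM), monitored kinetically at room temperature; agonist response expressed relative to 6.5 mM cAMP.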
# FUS yeast rescue: suppressors of FUS proteinopathy in yeast; Potency, µM (highest dose often 76.6 µM), for the others: at the highest dose growth rescue (activation), most hits filed as activators; S. cerevisiae FUS-expressing, growth rescue, OD600, 24 h; hit rate 0.24% among 390,000;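 note: potency is the fitted concentration of half-maximal effect; plate controls were DMSO vehicle for no effect and reference control for full effect; nearly all actives have a fitted effect of over 55% in size; some results filed as inactive show a strong effect at the top dose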
#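 Quantitative HTS measuring growth restoration of FUS-toxic yeast. Galactose-induced cells (OD 0.005) were exposed 24hr at 30C to compounds at several concentrations, then absorbance at 600 nm was recorded.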
# Abeta yeast res: restores growth of yeast expressing A-beta42 peptide; Potency, µM (series often up to 46.1 µM), without a hit: top-dose growth rescue, actives largely listed as activators; AID 1347071; yeast expressing A-beta42, growth rescue, OD600, 48 h; response scale: 0% DMSO, 100% iron-clioquinol control; hit rate 0.063% among 410,000; note: potency is the fitted concentration of half-maximal effect; nearly all actives have a fitted effect of over 55% in size
#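 Yeast growth medium received pinned compounds, then yeast cells expressing toxic A-beta were added; plates incubated at 30 C for 48 hr. Growth read as absorbance at 600 nm, normalized to DMSO and equimolar FeCl3 plus clioquinol controls.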
# IL-2 act: IL-2 activation; IL-2 activation reporter assay, cell-based qHTS; stimulated with anti-CD3/CD4/CD28 beads; in transgenic mouse T cells; hit rate 0.065% among 360,000; activation, % (series mostly up to about 46 µM); AID 652025; in the data active = activation above about 50%; inconclusive = mostly about 30% to 49%; note: 0% is about no effect
#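 Readout is EGFP and DsRed signal by fluorescent plate cytometry after 18 h at 37 degrees C. Transgenic mouse T cells (750/well) received compound for 60 min before bead stimulation (anti-CD3, anti-CD4, anti-CD28); memory T cells served as non-tolerant control.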
# WRN inhibitor: WRN helicase (human) inhibition; hit rate 0.46% among 360,000; WRN helicase unwinding, fluorescent forked duplex, kinetic; Q14191; AID 651768; Potency, µM (series often up to 114 µM), for inactives: at the highest dose activity change, negative = inhibition, hits mostly inhibitors; note: potency is the fitted concentration of half-maximal effect; % is set by controls: 0 for no effect and ±100 for the full control effect; nearly all actives have a fitted effect of over 55% in size
#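 Fluorescence dequenching readout, ex 525 nm/em 598 nm, kinetic mode: forked duplex DNA (100 nM final) with adjacent fluorophore and quencher unwound by WRN (20 nM final) with 2 mM ATP. Compound preincubation 15 min, room temperature.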
# EPAC1 antag: blocks human EPAC1 exchange factor | O95398 | EPAC1 GEF assay, Rap1b-BODIPY-GDP exchange fluorescence | Potency, µM (titrated, usually from 115 µM), inactives show top-dose activity change, negative = inhibition, hits mostly inhibitors | hit rate 0.14% among 360,000 | AID 720709;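 note: potency is the fitted concentration of half-maximal effect; plate controls were vehicle for no effect and positive control for full effect; nearly all actives have a fitted effect of over 50% in size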
# PI5P4Ka inh: inhibitors of human PI5P4K alpha; P48426; PI5P4Kalpha enzyme, ADP-Glo luminescence, 60 min; active compounds read low; max response, %; hit rate 1.2% among 330,000; AID 652105; active = max response of -50% or lower; inconclusive = between -30% and -50%; inactive = -30% or higher; note: value at the top dose of about 77 µM; % is set by controls: 0 for no effect and ±100 for the full control effect
#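 PI5P4Kalpha ADP-Glo assay; 5 microM ATP final; 60 min RT reaction; HEPES pH 7.4/EGTA/CHAPS, 5% DMSO; controls lacking substrate or enzyme; luminescent end-point.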
# * = called active by the depositor; ? = inconclusive; . = no result given; [ ] = another dose, or the depositor's remark. Unless noted, calls come from the whole dose curve; as a rule, active = well fitted curve in the direction sought with a large enough effect; inconclusive = small, poorly fitted or top-dose-only effect, or another doubt; inactive = no such curve, though single readings can be large; an effect the other way counts as inactive or inconclusive.
SMILES,PLK1 PBD inh,EPAC1 ag,FUS yeast rescue,Abeta yeast res,IL-2 act,WRN inhibitor,EPAC1 antag,PI5P4Ka inh
C=CCNc1sc(C(=O)C(C)(C)C)c(N)c1C#N,?,2.8%,-9.9%,4.4%,-1.2,-5.6%,8.5%,.
COc1ccc(OC)c(NC(=O)CSc2nnnn2C2CCCC2)c1,-17.6%,-4.1%,3.2%,7.5%,-4.1,2.0%,10.1%,-8.5
CN1C(=O)/C(=C/c2ccc(O)c([N+](=O)[O-])c2)NC1=S,-2.3%,-9.7%,5.6%,-11.8%,0.7,-13.9%,4.9%,-55.7*
Cc1ccc(CNC(=O)COC(=O)c2cc3c(s2)CCC(C)C3)cc1 (stereo not drawn),-0.2%,-3.3%,.,3.6%,4.6,-21.0%,2.8%,17.0
O=C(O)c1ccc(CN2C(=O)c3ccc(Oc4ccc([N+](=O)[O-])cc4)cc3C2=O)cc1,-10.4%,-0.1%,-14.5%,2.8%,-3.1,-7.2%,-8.8%,1.7
CC1CN(c2ccc(C(F)(F)F)cc2[N+](=O)[O-])CCN1S(C)(=O)=O (stereo not drawn),1.4%,-11.0%,.,7.2%,-4.0,-9.9%,-8.5%,8.9
Cc1ccc(F)cc1C(=O)N1CCOCC1c1cc(C(=O)NCc2ccccc2)no1 (stereo not drawn),-10.0%,7.7%,4.4%,-11.5%,0.3,-3.2%,-18.2%,-2.1
Clc1ccc(-c2nnc(-c3ccccc3)c(N3CCSCC3)n2)cc1,1.4%,-6.6%,27.8%,-10.0%,-2.5,-1.8%,-11.1%,1.1
O=C(CN(c1ccc(F)cc1)S(=O)(=O)c1ccccc1)NC1CCCCCC1,8.0%,4.6%,.,1.3%,0.7,-3.8%,-8.6%,-0.8
CC(=O)Nc1cccc(NC(=O)C(=O)NCC(c2ccco2)N2CCc3ccccc32)c1 (stereo not drawn),-1.1%,13.9%,20.5%,-3.9%,-1.0,-2.4%,-5.8%,-0.3

# 3 compounds out of the list, sorted by length of the SMILES, ascending.
SMILES,PLK1 PBD inh,EPAC1 ag,FUS yeast rescue,Abeta yeast res,IL-2 act,WRN inhibitor,EPAC1 antag,PI5P4Ka inh
C=CCNc1sc(C(=O)C(C)(C)C)c(N)c1C#N,?,2.8%,-9.9%,4.4%,-1.2,-5.6%,8.5%,.
O=C(CN(c1ccc(F)cc1)S(=O)(=O)c1ccccc1)NC1CCCCCC1,8.0%,4.6%,.,1.3%,0.7,-3.8%,-8.6%,-0.8
Cc1ccc(F)cc1C(=O)N1CCOCC1c1cc(C(=O)NCc2ccccc2)no1 (stereo not drawn),-10.0%,7.7%,4.4%,-11.5%,0.3,-3.2%,-18.2%,-2.1

# Random excerpt: two compounds from above
SMILES,PLK1 PBD inh,EPAC1 ag,FUS yeast rescue,Abeta yeast res,IL-2 act,WRN inhibitor,EPAC1 antag,PI5P4Ka inh
Cc1ccc(F)cc1C(=O)N1CCOCC1c1cc(C(=O)NCc2ccccc2)no1 (stereo not drawn),-10.0%,7.7%,4.4%,-11.5%,0.3,-3.2%,-18.2%,-2.1
Cc1ccc(CNC(=O)COC(=O)c2cc3c(s2)CCC(C)C3)cc1 (stereo not drawn),-0.2%,-3.3%,.,3.6%,4.6,-21.0%,2.8%,17.0

# Next entries.
SMILES,PLK1 PBD inh,EPAC1 ag,FUS yeast rescue,Abeta yeast res,IL-2 act,WRN inhibitor,EPAC1 antag,PI5P4Ka inh
COC(=O)c1cc2c(cc1[N+](=O)[O-])OCO2,-25.6%,10.4%,-2.0%,-7.4%,-3.4,-1.1%,11.3%,0.4
COc1ccc(C(=O)NNC(=O)Nc2ccc(C)cc2)cc1,-11.5%,1.9%,.,-6.6%,-0.3,-1.4%,-19.6%,-2.9
CC(C)CC1C(=O)N(Cc2cn(CCC3OCCCO3)nn2)CCS(=O)(=O)N1Cc1ccc(-c2ccncc2)cc1 (stereo not drawn),-8.8%,-13.2%,0.9%,-7.3%,-0.2,-0.1%,10.1%,-2.2
COCc1cc(C)nc(SCC(=O)Nc2ccccc2C)c1C#N,2.99µM*,-3.1%,-3.4%,8.2%,-0.8,-4.3%,4.0%,?
COc1ccc(C(=O)CSc2nnc(CC(=O)Nc3ccccc3OC)n2C)cc1,-7.2%,5.6%,7.5%,-1.4%,-2.6,-18.8%,-3.5%,4.9
CC(=O)Nc1ccc(/C=N/NC(=O)c2cc3cc(C)ccc3nc2C)cc1,-0.4%,-8.5%,22.8%,5.5%,-2.3,-0.6%,-1.0%,.
Cc1cc(C)c(/C=N/NC(=O)c2nnn(-c3nonc3N)c2CN2CCC(C)CC2)c(C)c1,-7.7%,0.1%,23.5%,-8.0%,0.1,5.3%,-5.3%,2.6
CC(C)(C)C(=O)NC1(C(F)(F)F)C(=O)Nc2c1c(=O)[nH]c(=O)n2Cc1ccco1 (stereo not drawn),-15.1%,12.8%,-2.3%,-3.9%,0.2,2.3%,-9.8%,-3.2
COc1cccc(C(=O)N2CCC(n3nccc3NC(=O)C(OC)c3ccccc3)CC2)c1 (stereo not drawn),-0.2%,4.7%,.,0.0%,-3.7,?,-5.2%,-1.5
CCN(CC)S(=O)(=O)c1ccc2c(c1)oc(=O)n2CC(=O)NC1CCCCC1,-15.3%,-16.0%,9.3%,-2.5%,-1.8,-1.5%[57.1 µM],6.9%,-4.8
CCCCN(C(=O)CN(C)CC(=O)Nc1cccc(OC)c1)c1c(N)n(CCCC)c(=O)[nH]c1=O,-10.2%,1.8%,5.2%,-5.7%,0.3,5.0%,8.4%,9.6
Cc1cccc(C)c1NC(=O)C(c1cccc([N+](=O)[O-])c1)N(C)C(=O)c1ccccn1 (stereo not drawn),-2.8%,-25.8%,7.4%,0.3%,-0.5,-3.5%,3.5%,-3.6
CN(C)CCCNC(=S)N1CCC(c2nc3ccccc3[nH]2)CC1,-15.0%,8.8%,-1.0%,6.2%,-0.2,3.3%,18.1%,-4.1
CCC(CC)N1CCN(S(=O)(=O)c2ccc(OC)cc2)CC1,-5.1%,5.6%,-6.7%,0.5%,-0.6,-23.6%,-21.4%,1.7
C=CCN1C(=O)/C(=C/c2ccc(O)cc2)S/C1=N/c1nccs1,54.9%[activator],2.4%,3.1%,-6.8%,?,0.3%,-16.4%,-11.6
c1ccc2c(c1)NC(c1ccncc1)n1c-2nc2ccccc21 (stereo not drawn),-21.7%,0.8%,12.0%,-10.4%,0.1,-8.6%,2.8%,0.7
COc1cccc(/C=N/NC(N)=S)c1OCc1cccc(Cl)c1,-2.8%,12.7%,-0.6%,-5.2%,-2.7,2.2%,0.1%,-6.9
CC(C)(C)NC(=O)C(c1cccc2ccccc12)n1c(=O)c(-c2cc3ccccc3[nH]2)nc2ccccc21 (stereo not drawn),-1.4%,-4.1%,?,?,-0.4,-6.3%,-6.3%,-3.2
Cc1nnc2c3ccccc3c(-c3ccc(O)cc3)nn12,-0.4%,1.8%,10.4%,-3.8%,-0.4,-6.3%,-11.3%,0.0
COc1cc(C(=O)NNC(=O)c2ccc3c(c2)OCCO3)cc(OC)c1OC,-1.3%,3.9%,-5.0%,0.8%,-0.4,-10.9%,-6.9%,1.3
CCN(CC)C(=O)COc1ccc2oc(C)c(C(=O)OC(C)C)c2c1,1.1%,-5.3%,34.5%,-15.1%,-1.7,-6.6%,2.0%,8.2
Cc1ccc(NCC(=O)Nc2ccc(Br)cc2)cc1C,-1.1%,4.6%,5.5%,0.6%,-0.2,-0.1%,-5.9%,-2.8
NNc1nc(-c2ccccc2)cs1,-10.3%,3.3%,23.9%,-23.2%,1.4,-18.8%,-7.4%,0.4
CCCCc1cc(=O)oc2cc(C)cc(O)c12,-7.0%,2.3%,-1.1%,-45.7%[inhibitor],-3.2,-21.4%,3.5%,-2.9
Cc1cccc(C(=O)n2c(=S)nc3ccccn32)c1,23.8µM*,-1.3%,11.7%,-18.1%,-0.9,1.7%,-4.1%,?
Cc1cc(C)c2c(N)c(C(=O)Nc3ccc([N+](=O)[O-])cc3)sc2n1,-13.4%,0.0%,-21.7%,8.3%,-1.2,-5.1%,8.8%,5.2
CCCOc1ccc(CC(=O)NCCc2ccccc2)cc1OC,-8.1%,5.0%,-13.5%,11.9%,-0.8,6.0%,-0.2%,-0.9
O=S(=O)(c1cccs1)N1CCN(c2ccc(F)cc2)CC1,-6.0%,11.6%,-21.8%,-15.8%,2.0,-0.6%[57.1 µM],-7.2%,1.7
COc1ccc(OCC(O)CN2CCN(c3ccccc3)CC2)cc1 (stereo not drawn),5.4%,10.4%,27.6%,-0.3%,-1.7,-2.2%,7.0%,-0.1
COc1ccc(CCn2c3c(c(=O)[nH]c2=O)C(NC(=O)c2cccs2)(C(F)(F)F)C(=O)N3)cc1OC (stereo not drawn),-3.2%,-3.9%,3.6%,8.6%,-1.3,7.7%,-1.6%,.
c1ccc(Nc2nc(-c3ccncc3)cs2)cc1,0.5%,5.1%,-9.8%,?,-0.3,-11.8%,1.4%,-10.0
O=C(NC1CCN(C(=S)NCCc2ccccc2)CC1)C1CC1,-13.8%,1.6%,-6.5%,3.0%,-0.7,3.9%,-5.4%,0.4
CC(C)CC(NC(=O)c1ccco1)C(=O)Nc1ccc2c(c1)OCCO2 (stereo not drawn),3.0%,-8.3%,12.9%,-2.8%,-2.2,5.5%,-11.5%,-4.2
CCC(C)(C)NC(=O)C(c1cccs1)N(C(=O)c1ccn[nH]1)c1ccccc1 (stereo not drawn),?,7.0%,19.2%,6.6%,-4.5,-6.0%,-6.3%,2.5
O=C(NN1C(=O)/C(=C/c2ccc(O)cc2)SC1=S)c1cccc(O)c1,72.8%[activator],12.8%,-16.7%,-13.7%,5.8,-8.3%[11.6 µM],?,-0.3
CCOC(=O)Cn1c(=O)oc2cc(S(=O)(=O)N3CCn4c3nc3ccccc34)ccc21,4.1%,-18.4%,-9.1%,-6.8%,0.2,-0.9%,-1.8%,2.8
CCc1ccc(NC(=O)N(CCOC)C2CCN(C(C)=O)CC2)cc1,-15.4%,3.4%,22.2%,-16.8%,-0.8,4.2%,6.3%,.
CCNC(=O)CSc1nc(-c2ccc(F)cc2)cs1,?,-14.5%,-1.3%,-7.5%,0.3,5.8%,4.3%,3.3

# Single values from the entries so far.
# In WRN inhibitor, CCNC(=O)CSc1nc(-c2ccc(F)cc2)cs1 is listed with 5.8%
# In PI5P4Ka inh, c1ccc(Nc2nc(-c3ccncc3)cs2)cc1 is listed with -10.0
# In PLK1 PBD inh, CCOC(=O)Cn1c(=O)oc2cc(S(=O)(=O)N3CCn4c3nc3ccccc34)ccc21 is listed with 4.1%
# In EPAC1 antag, CC(C)CC(NC(=O)c1ccco1)C(=O)Nc1ccc2c(c1)OCCO2 (stereo not drawn) is listed with -11.5%
